# mouse EphA4 binding: inhibitors of EphA4 binding to KYL peptide, primary screen, biochemical, colorimetric, mouse EphA4 (AID 689) | one-dose inhibition, % at 10 µM; IC50 in µM for titrated hits | hit rate 0.1% among 62,000 | EphA4-AP binding to KYL peptide, pNPP A405; higher % means a stronger effect; in the data active = a potency from the dose series; inactive = the rest, 99 in 100 with inhibition below about 22%
# * = called active by the depositor; & = joins results of further samples. This is a subset; count on the stated rates, not on these rows.
no.	SMILES	mouse EphA4 binding
1	O=C(c1cccc(F)c1)N1CCN(CC2CC3C=CC2C3)CC1 (stereo unspecified)	-38%
2	Cn1c(=O)n(C)c2cc([N+](=O)[O-])c(N3CCN(C(=O)c4ccccc4)CC3)cc21	-10%
3	C[C@H](NC(=O)NC1CCCc2ccccc21)C(=O)O (stereo partly specified)	-13%
4	O=C(Cc1c[nH]c2ccccc12)Nc1nc2ccccc2[nH]1	-14%
5	CCc1nc2sc3c(c2c(=O)n1N)CCC3	-2%
6	CCOC(=O)COn1c(=O)c(-c2cccs2)[n+]([O-])c2ccccc21	15%
7	CCC1=NN(C(=O)C(=O)Nc2ccc(OC)cc2)C(O)(C(F)(F)F)C1 (stereo unspecified)	4%
8	Cc1ccc(-c2nc3ccccc3s2)cc1NC(=S)NC(=O)/C=C/c1ccco1	-11%
9	O=C(N1CCOCC1)N1CCC(n2nnc3ccccc32)CC1	4%
10	O=C(COc1cccc(OC(F)F)c1)Nc1ccc(SC(F)F)cc1	-16%
11	CCOC(=O)CSC1=C(C#N)C(=O)NC2(CCCCC2)S1	-5%
12	C/C(CCc1ccc2c(c1)OCO2)=N\N=C1\NC(=O)CC(C(=O)Nc2ccccc2)S1 (stereo unspecified)	0%
13	CCCCC1=NN2C(=N)CC(=O)N=C2S1	-4%
14	O=C1CCC(C(=O)N(Cc2ccco2)C2(C(=O)NC3CCCC3)CCCCC2)N1 (stereo unspecified)	-2%
15	Cc1nn(-c2ccccc2)c2c1C(O)n1c(nc3ccccc31)S2 (stereo unspecified)	2%
16	Cc1ccc2c(C)nc(Nc3nc(CSc4nnc(C)s4)cc(=O)[nH]3)nc2c1	-6%
17	O=C(c1cnn2ccccc12)N1CCCc2ccccc21	-21%
18	COC(=O)c1ccc(NC(=S)N2CCN(Cc3ccccc3)CC2)cc1	6%
19	COc1cccc(-c2noc(-c3cccnc3)n2)c1	-7%
20	COc1ccc(OC)c(/C=N/n2nnnc2N)c1	1%

# Quoted at random: four records from the list
no.	SMILES	mouse EphA4 binding
9	O=C(N1CCOCC1)N1CCC(n2nnc3ccccc32)CC1	4%
11	CCOC(=O)CSC1=C(C#N)C(=O)NC2(CCCCC2)S1	-5%
19	COc1cccc(-c2noc(-c3cccnc3)n2)c1	-7%
16	Cc1ccc2c(C)nc(Nc3nc(CSc4nnc(C)s4)cc(=O)[nH]3)nc2c1	-6%

# (more compounds)
no.	SMILES	mouse EphA4 binding
21	CCOC(=O)N1CCN(C(=O)Cc2ccc(Cl)cc2)CC1	-5%
22	CS(=O)(=O)N1N=C(c2ccc(Br)cc2)CC1c1ccc2c(c1)OCO2 (stereo unspecified)	-4%
23	Cc1ccccc1OCC(=O)NNC(=O)Nc1ccc(Cl)cc1	-17%
24	CN=C1SC(CC(=O)Nc2sc(C)c(C)c2C(=O)OC)C(=O)N1C (stereo unspecified)	-4%
25	CCCc1ccc(OC(=O)c2cccs2)cc1	4%
26	O=C(O)Cn1cc2c(n1)CCCCC2	-5%
27	O=C(COC(=O)c1ccc(Br)o1)NCc1cccs1	2%
28	C=CCn1cc(C(=O)N2CCN(C)CC2)c(=O)c2cc(S(=O)(=O)N3CCCC3)ccc21	-2%
29	O=C(C1CC1)N1CCC(c2nc(-c3ccc(S(=O)(=O)N4CCCC4)cc3)no2)CC1	-4%
30	CCC(CC)NC(=O)c1ccc2nc[nH]c2c1	-3%
31	c1ccc(CNc2ncnc3c2ncn3C2CCCCO2)cc1 (stereo unspecified)	-2%
32	O=C(CSc1ccc(Cl)cc1)N1CCN(c2ccc([N+](=O)[O-])cc2Cl)CC1	0%
33	C=C(C)CSc1nnc(-c2cc(OC)c(OC)c(OC)c2)n1N	-18%
34	Cn1c(CN2CCOCC2)nc2cc(NC(=O)c3ccc(Cl)cc3)ccc21	-6%
35	CC1=CC(C)(C)N(C(=O)Nc2ccc(F)cc2)c2ccc(C)cc21	3%
36	COc1ccc(O)c(C(=O)c2cnn(C(=O)c3cc(C)oc3C)c2)c1	-1%
37	CCCCCCSc1ncc(C#N)c(N)n1	1%
38	O=c1c(C=Nc2ccc(Oc3ccccc3)cc2)c[nH]n1-c1cccc(Cl)n1	7%
39	N#C/C(=C\c1ccc(-c2cccc(Cl)c2)o1)C(=O)Nc1cccc2cccnc12	-16%
40	Clc1ccccc1-c1ccc(/C=N/n2cnnc2)o1	-15%

# Entries by screen from the entries so far:
# Entries 28 to 35 in mouse EphA4 binding, in turn: -2%, -4%, -3%, -2%, 0%, -18%, -6%, 3%

# (more compounds)
no.	SMILES	mouse EphA4 binding
41	CCC(CO)Nc1nc2c(c(=O)n(C)c(=O)n2C)n1C (stereo unspecified)	-4%
42	Cc1nc2nc(C)c(CCC(=O)NC(C)c3ccc4c(c3)OCCO4)c(C)n2n1 (stereo unspecified)	-5%
43	Cc1nnc(SCC(C)C)[nH]c1=O	5%
44	COc1ccc(-c2nnc3ccc(SC)nn23)cc1	-1%
45	Brc1ccc(-c2nc(NCCCN3CCOCC3)c3ccccc3n2)cc1	-5%
46	Cc1cc(C)c(S(=O)(=O)NCC2CCC(C(=O)NCc3ccc4c(c3)OCO4)CC2)c(C)c1 (stereo unspecified)	0%
47	COc1ccccc1N1C(=O)S/C(=C\c2cccc(Br)c2)C1=O	0%
48	O=C(Nc1ccccc1)Nc1ccc(C(=O)N2CCOCC2)cc1	-5%
49	Cc1cc(SCCC(=O)O)nc2c(C)cccc12	-10%
50	CCOC(=O)N1CCC(NC(=O)c2cc3sccc3n2CC)CC1	4%
51	NC(=O)c1oc2ccccc2c1NC(=O)c1ccccc1	-4%
52	Cc1ccc2nc(N3CCC(C(=O)O)CC3)nc(-c3ccccc3)c2c1	-5%
53	Cn1c(N)c(C(=O)CSc2nc3ccccc3n2-c2ccccc2)c(=O)n(C)c1=O	-8%
54	COc1ccc(Cc2c(N)nc(N)nc2N)cc1	-12%
55	CC(C)c1nnc(NC(=O)CCC(=O)NCC2CCCO2)s1 (stereo unspecified)	-10%
56	O=C(NC1CCCCC1)NC1CC2CCC(C1)N2Cc1nnnn1Cc1ccc2c(c1)OCO2 (stereo unspecified)	-9%
57	O=C(Cc1nc(-c2ccc([N+](=O)[O-])cc2)cs1)Nc1ccccc1	-3%
58	COc1ccc(/C(O)=C2\C(=O)C(=O)N(c3cc(C)on3)C2c2ccccc2OC)cc1C (stereo unspecified)	-29%
59	CS(=O)(=O)Nc1ccc(OCc2ccccc2)cc1	3%
60	CC1(NC(=O)c2cc(S(=O)(=O)N3CCCCC3)ccc2Cl)CCS(=O)(=O)C1 (stereo unspecified)	-13%

# More entries.
no.	SMILES	mouse EphA4 binding
61	Cc1cc2ccccc2c(=O)n1CC(=O)NCC(=O)N1CCN(c2cccc(Cl)c2)CC1	1%
62	COc1cc(C2NC(=O)NC(C)=C2C(=O)OCc2ccccc2)ccc1O (stereo unspecified)	6%
63	Cn1c(CNc2nc3ccccc3n2C)nc2ccccc21	8%
64	O=C(Cc1ccccc1)Nc1cccc(-c2nnc(-c3ccco3)o2)c1	11%
65	CCOc1ccc(NC(=O)N2CCN(c3nc4ccccc4s3)CC2)cc1	-2%
66	COC(=O)c1c(N)c(C#N)c2n1CCCCC2	-36%
67	CC1(C)Cc2c(sc3ncn4nc(CCC(=O)O)c(=O)nc4c23)CO1	0%
68	CCCCCc1nc2ccccc2c(=O)n1N	8%
69	C=CCn1c(SCC(=O)N2CCc3ccccc3C2)nc2ccccc2c1=O	2%
70	Cc1ccc(C)c2nc(SCC(=O)NCc3cccs3)c(C#N)cc12	-9%
71	CCOC(=O)C1=C(N)n2c(s/c(=C\c3cccnc3)c2=O)=C(C(=O)OCC)C1c1cccnc1 (stereo unspecified)	-13%
72	Cc1ccccc1NC(=O)CSc1nc(N)c(C#N)cc1C#N	-8%
73	CCCCN(Cc1ccccc1)C(=O)C1CCN(S(=O)(=O)c2c(C)noc2C)CC1	7%
74	O=C(C(Cc1ccccc1)n1cccc1)N1CCN(C2CCCCC2)CC1 (stereo unspecified)	-10%
75	COc1ccccc1CNC(=O)C1CCN(C(=O)N(C)C)CC1	-8%
76	O=C(Nc1ccccc1)c1nnsc1S(=O)c1ccc(Cl)cc1 (stereo unspecified)	-3%
77	C/C(Cl)=C/Cn1c(=O)c2c(nc(Br)n2Cc2ccccc2)n(C)c1=O	-19%
78	COc1cc(NC2c3ccccc3C(=O)N2Cc2ccc3c(c2)OCO3)cc(OC)c1OC (stereo unspecified)	-2%
79	CCOC(=O)c1sc(NC(=O)c2cc3n(n2)C(C(F)(F)F)CC(c2cccs2)N3)c(C(=O)OCC)c1C (stereo unspecified)	-6%&-8%
80	COC(=O)C(NS(C)(=O)=O)(c1c(C)[nH]c2ccccc12)C(F)(F)F (stereo unspecified)	-4%

# (listing goes on)
no.	SMILES	mouse EphA4 binding
81	Cc1ccc(-c2c(C#N)c(N)nc3c2CCCCC3)o1	1%
82	COc1cc2c(C(=O)NCCCOC(C)C)cn(CC(C)C)c(=O)c2cc1OC	-4%
83	COc1ccc(-c2ccc(C#N)c(SCC(=O)OCc3ccccc3)n2)cc1OC	-4%
84	CCC(C)(C)n1nnnc1C(c1cccs1)N1CCN(c2nc3ccccc3s2)CC1 (stereo unspecified)	10%
85	CCOC(=O)Cn1c(=O)oc2cc(S(=O)(=O)Nc3cc(OCC)ccc3OCC)ccc21	-8%
86	C=CCc1ccc(OCCOc2cccc3ccc(C)nc23)c(OC)c1	3%
87	Clc1ccc(C=NN2CCN(Cc3ccccc3)CC2)c(Cl)c1	-3%
88	CC(=O)Nc1ccc(-n2c(C)c(C(C)=O)c(C(C)=O)c2C)cc1	6%
89	Cc1ccc(C(=O)N2CC(C)OC(C)C2)c(Cl)c1 (stereo unspecified)	-13%
90	O=C(/C=C/c1ccccc1)N/C(=C/c1ccccc1)C(=O)NCCO	-12%
91	COCCn1c(Sc2ccccc2)nc2c1c(=O)[nH]c(=O)n2C	-6%
92	CCCNC(=O)Cn1cnc2sc(C(=O)Nc3ccc4c(c3)OCO4)c(C)c2c1=O	-6%
93	O=C(O)C1CC=C(Cl)CC1C(=O)NCC1OCCc2ccccc21 (stereo unspecified)	-7%
94	O=C(Nc1ccccc1F)C1CCCN(S(=O)(=O)c2cccc3cccnc23)C1 (stereo unspecified)	-6%
95	COc1ccc(OC)c(C2CC(=O)N3CN(c4ccccc4F)CSC3=C2C#N)c1 (stereo unspecified)	6%
96	Brc1ccccc1-c1nnc(CSc2nnc3sc4ccccc4n23)o1	6%
97	Cc1cc(C)cc(NC(=S)N2CCC(c3nc4ccccc4s3)CC2)c1	-8%
98	c1ccc(CSc2nnc(-c3ccco3)n2Cc2ccco2)cc1	19%
99	CCc1ccccc1NC(=O)c1cc2cc(OC)ccc2oc1=O	-2%
100	COC(/C=C/Nc1ccc(OC)cc1)=C(C#N)C#N	-2%

# (cont.)
no.	SMILES	mouse EphA4 binding
101	CN(C)S(=O)(=O)c1ccc(C(=O)Nc2ccc(Cl)cc2)cc1	9%&2%
102	CCOc1ccc(NC(=O)CN2CCN(CC(=O)Nc3ccc(Cl)c(C(F)(F)F)c3)CC2)cc1	-9%
103	CC1(C)CC(=O)C(C=Nc2ccc3cn[nH]c3c2)=C(O)C1	-50%
104	Cc1c(C=O)c(=O)oc2c3c4c(cc12)CCCN4CCC3	5%
105	COc1ccc(C2N(Cc3ccccc3)CCN2Cc2ccccc2)cc1OC	0%
106	COc1ccccc1NC(=S)NC(=O)C(C)(C)C	8%
107	Cc1nc(NC2CCCC2)sc1C(=O)N(C)C	-4%
108	COc1ccc(C(=O)NCCCn2ccnc2)cc1	3%
109	Cc1ccc(NC(=O)c2ccc(-c3ccc(Cl)cc3)o2)c([N+](=O)[O-])c1	-8%
110	O=C(Nc1ccc(Br)cc1F)C1CCCN(S(=O)(=O)c2cnc[nH]2)C1 (stereo unspecified)	-3%
111	O=C(OCC(CO)OC(CO)n1ccc(=O)[nH]c1=O)c1ccccc1 (stereo unspecified)	-9%
112	Cc1cc(C)nc(SCC2COc3ccccc3O2)n1 (stereo unspecified)	-14%
113	CC(C)(CNCC(O)c1ccccc1)N1CCOCC1 (stereo unspecified)	20%
114	O/N=C1\CCc2cc(Cl)ccc21	-8%
115	CSc1cccc(-n2cc(-c3ccc4c(c3)OCO4)[nH]c2=O)c1	-8%
116	Cc1nc(NCCN2CCOCC2)c2nnn(Cc3c(F)cccc3Cl)c2n1	-11%
117	Cc1cc(C)nc(N2CCC(C(=O)Nc3nnc(C)s3)CC2)n1	5%
118	Cc1ccc(C(C)C)c(OCC(=O)Nc2ccc(-c3nc4ncccc4o3)cc2)c1	-15%
119	COCCN(C(=O)Nc1ccccc1)C(C)c1cccnc1 (stereo unspecified)	-14%
120	COC(=O)c1cc(CSc2nnc(-c3ccccc3)c(-c3ccccc3)n2)oc1C	-12%

# Two entries from above, as labelled records.
[29] O=C(C1CC1)N1CCC(c2nc(-c3ccc(S(=O)(=O)N4CCCC4)cc3)no2)CC1
  mouse EphA4 binding: -4%
[19] COc1cccc(-c2noc(-c3cccnc3)n2)c1
  mouse EphA4 binding: -7%

# Remaining list, next part
no.	SMILES	mouse EphA4 binding
121	CC(CS(=O)(=O)c1cccc2cccnc12)N1CCCCC1 (stereo unspecified)	-10%
122	Cc1ccc(C(c2sc3nc(C)nn3c2O)N2CCN(c3ccc(F)cc3)CC2)cc1 (stereo unspecified)	9%
123	CCOC(=O)c1ccc(NC(=O)CCc2nc(-c3ccccc3)no2)cc1	1%
124	CC(=O)c1ccc(NC(=O)CSC(C)C)cc1	0%
125	CCCCn1nnnc1SCC(=O)Nc1ccc(C)cc1	-2%
126	Nc1c(C(=O)c2ccccc2)oc2ccc(Br)cc12	-7%
127	CCOC(=O)c1sc(NC(=O)COc2ccc(C)cc2C)c(C(=O)OCC)c1C	-1%
128	CCC(=O)Nc1cccc(NC(=O)c2ccc(Cl)c(Cl)c2)c1	0%
129	CCCCN(CCCC)c1cc(C)nc(-c2ccccc2O)n1	-5%
130	COCCNCCOCCOc1cccc(OC)c1	1%
131	CCN(CC)c1ccc(SS(=O)(=O)O)cc1	-3%&16%
132	Cc1ccc(NC(=O)c2cc(Cl)nc3ccccc23)cc1	-5%
133	Cc1cc(OCC(=O)O/N=C(\N)c2ccccc2)cc(C)c1Cl	12%
134	CCN(CC)CCCNC(=O)c1c(O)c2c([nH]c1=O)CCCC2	-23%

# High-throughput results (PubChem BioAssay)
